Bioassay records as filed in PubChem BioAssay.
TDP1 cell noCPT: qHTS for Inhibitors of human tyrosyl-DNA phosphodiesterase 1 (TDP1): qHTS in cells in absence of CPT; 420,000 tested, 15% active; DT40 Tdp1-/- hTDP1 cells, no CPT, ATP luminescence, 48 h; Potency, µM (titrated, usually from 46.2 µM), for the others: at the highest dose activity change, negative = growth inhibition, most hits filed as inhibitors; note: nearly all actives have a fitted effect of over 55% in size
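DT40 Tdp1-/-;hTDP1 cells, no CPT (DMSO vehicle only), 400 cells/well; compounds pin-transferred; ≥48 hr, 37 °C; CellTiter-Glo 30 min RT dark, luminescence read.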
TDP1 cell CPT: DT40-hTDP1 cell growth loss with CPT; chicken DT40 Tdp1-/-;hTDP1 cells + 20 nM CPT, ATP luminescence, 48 h; Potency, µM (doses to about 46.2 µM), inactives show at the top dose activity change, negative = growth inhibition, most hits filed as inhibitors; 420,000 tested, 12% active; note: nearly all actives have a fitted effect of over 55% in size
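Chicken DT40 Tdp1-/- cells stably complemented with human TDP1 were seeded at 400 cells/well in medium containing 20 nM camptothecin, exposed to pin-transferred compounds, and grown at 37 °C for at least 48 hr. Viability was read as ATP luminescence.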
KAT2A inh: GCN5L2 (KAT2A) acetyltransferase inhibition; Q92830; GCN5L2 HAT assay, ThioGlo1 CoA-SH fluorescence; Potency, µM (top dose mostly 58.9 µM), for the others: top-dose activity change, negative = inhibition, actives largely listed as inhibitors; 390,000 tested, 0.21% active
Target sequence (Q92830 whole entry, looked up): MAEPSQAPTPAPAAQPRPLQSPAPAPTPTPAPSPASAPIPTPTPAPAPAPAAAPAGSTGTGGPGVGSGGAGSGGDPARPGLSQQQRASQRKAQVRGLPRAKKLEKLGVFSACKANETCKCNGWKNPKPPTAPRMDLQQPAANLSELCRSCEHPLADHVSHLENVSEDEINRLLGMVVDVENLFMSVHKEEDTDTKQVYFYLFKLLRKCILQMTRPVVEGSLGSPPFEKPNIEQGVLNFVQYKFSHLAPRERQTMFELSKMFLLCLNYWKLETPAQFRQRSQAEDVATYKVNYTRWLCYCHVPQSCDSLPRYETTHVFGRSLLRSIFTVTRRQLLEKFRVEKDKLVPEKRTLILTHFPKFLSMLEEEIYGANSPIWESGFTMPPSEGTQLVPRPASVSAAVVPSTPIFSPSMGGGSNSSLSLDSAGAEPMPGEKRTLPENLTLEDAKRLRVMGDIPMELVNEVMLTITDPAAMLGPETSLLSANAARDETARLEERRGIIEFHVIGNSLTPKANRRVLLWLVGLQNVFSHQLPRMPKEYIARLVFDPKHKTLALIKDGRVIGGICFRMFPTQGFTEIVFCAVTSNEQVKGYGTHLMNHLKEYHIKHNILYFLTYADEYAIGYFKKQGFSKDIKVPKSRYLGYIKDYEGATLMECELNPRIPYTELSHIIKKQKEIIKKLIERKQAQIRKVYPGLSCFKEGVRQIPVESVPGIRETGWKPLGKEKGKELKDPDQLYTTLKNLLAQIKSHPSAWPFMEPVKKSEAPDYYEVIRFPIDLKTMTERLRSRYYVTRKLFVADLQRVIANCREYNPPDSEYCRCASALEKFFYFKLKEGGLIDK
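Titration-based screen in which CoA formation is detected via maleimide probe ThioGlo1 (50uM) turning fluorescent on thiol reaction; substrates H3(1-25) 75uM and acetyl-CoA 70uM, GCN5L2 20nM, 20 min incubation at room temperature.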
Active calls of the source: *; ? = inconclusive; nt = no result given; [ ] = remark or other dose. Calls come from the whole dose curve; as a rule, active = well fitted curve in the direction sought with a large enough effect; inconclusive = small, poorly fitted or top-dose-only effect, or another doubt; inactive = no such curve, though single readings can be large; an effect the other way counts as inactive or inconclusive. % is set by controls: 0 for no effect and ±100 for the full control effect; potency is the fitted concentration of half-maximal effect.

molecule | TDP1 cell noCPT | TDP1 cell CPT | KAT2A inh
Cc1ccc(NC(=O)N2CCC(C(=O)NCc3ccc(F)cc3)CC2)cc1 | -21% | -18% | -3%
COCC(=O)Nc1cccc2ccccc12 | -29% | -7% | -13%
COc1ccc(NC(=O)COc2ccccc2Cc2ccccc2)cn1 | ? | ? | -11%
Cn1c(CCN2CCCC2)nc2cc(NS(=O)(=O)c3ccc(F)cc3)ccc21 | ? | ? | nt
COc1ccccc1-c1nnc(NC(=O)Cc2ccccc2)o1 | -20% | -26% | -3%
CCCCCNC(=O)c1[nH]c(C(F)(F)F)nc1-c1ccccc1 | -24% | -18% | nt
Cc1cc(=O)oc2cc(NC(=O)Cc3ccccc3[N+](=O)[O-])ccc12 | 7% | -2% | -2%
COc1ccccc1NC(=O)c1ccc(NC(=O)COC(=O)C(C)C)cc1 | ? | ? | -4%
COC(=O)Nc1cc(C(=O)c2ccc(Cl)cc2Cl)c[nH]1 | -25% | -2% | -3%
Fc1ccccc1CN1CCN(c2ncccn2)CC1 | -1% | 6% | -2%
CS(=O)(=O)Nc1ccccc1NS(C)(=O)=O | -11% | -1% | -2%
COc1ccc(Sc2cc(C(F)(F)F)nc(-c3ccccn3)n2)cc1 | -2% | -25% | -10%
CC(Sc1nc2ncc(Cl)cc2[nH]1)C(=O)NC1(C#N)CCCCC1 (stereo unspecified) | ? | ? | -6%
CCCCOc1ccc(C(=O)NC(=S)Nc2ccc(CN3CCOCC3)cc2)cc1 | ? | ? | 3%
Nc1cccc(-c2cccc3nncn23)c1 | -7% | -26% | nt
Cc1c(C)c2ccc(O)c(CN3CCCC3)c2oc1=O | 8% | 9% | ?
COc1ccc(-n2c(SCc3ccccc3)nc3c([nH]c4ccccc43)c2=O)cc1 | 23µM* | ? | 3%
COc1ccc([C@@H]2[C@H]3C(=O)N(c4cccc(C(F)(F)F)c4)C(=O)[C@H]3ON2C)cc1 | 6% | 6% | 2%
COc1ccc(/C(O)=C2/C(=O)C(=O)N(CCN3CCOCC3)C2c2ccccn2)cc1OC (stereo unspecified) | -13% | -4% | -8%
CC(=O)c1ccc(NC(=O)CN2CCC(NC(=O)c3ccccc3C)CC2)cc1 | ? | -18% | nt
Oc1ccc(C=NNc2ccccn2)c(O)c1 | 2.9µM* | 4.1µM* | nt
CCN(CC(=O)Nc1ccc2c(c1)OCO2)Cc1nc2ccccc2c(=O)[nH]1 | ? | ? | -3%
Cc1cc(OC(=O)C(C)(C)C)c([N+](=O)[O-])c(=O)[nH]1 | 1% | -5% | -4%
CCCCCNC(=O)C(c1cccc2ccccc12)n1c(=O)c(-c2ccco2)nc2ccccc21 (stereo unspecified) | ? | ? | nt
CC1(C(=O)NS(=O)(=O)c2ccccc2Cl)CCN1C(=O)Cc1ccccc1 (stereo unspecified) | -3% | 2% | nt
CCN(CC)CCNC(=O)C12CC3CC(CC(C3)C1)C2 | 2% | -1% | 1%
CC12CCC(=O)N1C(C(=O)NNC(=O)c1ccc(Br)cc1)CS2 (stereo unspecified) | -2% | -4% | -1%
CCCN1CCC(=NNc2ccc(S(=O)(=O)N(CC)CC)cc2[N+](=O)[O-])CC1 | 2.6µM* | 2.1µM* | -15%
N/C(Cc1ccc(Cl)cc1)=N\OC(=O)Cc1ccc([N+](=O)[O-])cc1 | ? | ? | -5%
C=CCNC(=O)CC1Nc2c3ccccc3nc(=S)n2C1=O (stereo unspecified) | -1% | 6% | 0%
Cc1ccc(C)c(Nc2nn3c(=O)c4ccc(C(=O)NCCC5=CCCCC5)cc4nc3s2)c1 | 7.3µM* | 6.5µM* | -3%
Cc1cc(C)cc(N(CC(=O)Nc2ccc(-c3nc4ccc(C)cc4s3)cc2)S(C)(=O)=O)c1 | 15µM* | 23µM* | -20%
CCc1c(C(=O)N2CCN(c3ccccc3F)CC2)[nH]c(C)c1C(C)=O | ? | -26% | -7%
COc1cc(OC)cc(C(=O)Nc2c(F)cccc2F)c1 | -15% | -8% | -4%
O=C(CCNC(=O)C1CCN(S(=O)(=O)c2ccccc2)CC1)NCc1cccnc1 | -1% | 0% | nt
Cc1cc(C)n2nc(C(=O)N/N=C/c3cn(C)nc3C)nc2n1 | -2% | -1% | -7%
Nc1nc(COC(=O)c2ccco2)nc(Nc2ccccc2)n1 | 1% | -1% | nt
O=C1C=C(c2cccc(Br)c2)C[C@@H](c2ccc(F)cc2)C1 | ? | -30% | -7%
COc1ccccc1N1CCN(Cc2cccs2)CC1 | -4% | -1% | -3%
Cc1ccc(CNc2ccc([N+](=O)[O-])cc2C(N)=O)cc1 | -21% | -24% | 0%
Cc1ccc(Sc2cc(Cl)nc(N)n2)cc1 | -11% | -20% | -12%
CCOc1ccc(OCc2ccc(C(=O)N3CCCCC3)o2)cc1 | ? | ? | -2%
COc1ccc(C(C)C)cc1S(=O)(=O)Nc1ncn[nH]1 | 6% | 7% | -5%
COc1ccc(C(=O)COC(=O)c2sccc2C)cc1OC | ? | 4% | -1%
Cc1ccccc1NC(=O)CN1C(=O)COc2ccc(Cl)cc21 | 0% | ? | -5%
COc1cccc(-c2cc(NC=O)c3ncc(-c4ccc(F)c(Cl)c4)n3c2)c1 | ? | ? | nt
COCc1cc(Sc2cccc(Cl)c2Cl)nc(-c2ccccc2)n1 | -26% | 12% | -10%
O=C(CCSCCc1ccccn1)Nc1ccc(Br)cc1F | -14% | -15% | -3%
O=C1C(N2CCOCC2)=Cc2cccc3cccc1c23 | ? | ? | nt
CC(C)(C)C(=O)N1CCN(c2nc3ccc(Cl)cc3s2)CC1 | 23µM* | ? | 27%
O=C(CCNC(=O)N1CCn2c1nc1ccccc12)NCc1ccccc1 | -4% | 1% | -6%
COc1ccc(OC)c(/C=N/NC(=O)CN2CCSCC2)c1 | -21% | -28% | -15%
CC1CCC(CN2C(Nc3ccccc3)=NC[C@@H]2C)CC1 (stereo partly specified) | ? | 18µM* | 6%
Cc1ccc(-c2csc(NC(=O)/C=C/c3ccco3)c2C(=O)O)cc1 | -5% | -8% | -22%
O=C(CCc1nc2ccccc2c(=O)[nH]1)NNC(=O)c1ccccc1Cl | 6% | 0% | -7%
CCC(C)c1ccc(NC(=S)NC2CCN(Cc3ccccc3)CC2)cc1 (stereo unspecified) | 7.3µM* | 8.2µM* | 2%
COC(=O)c1ccc(C(=O)N2CCCC(Nc3ccc(F)c(F)c3)C2)cc1 (stereo unspecified) | -1% | -5% | ?
O=C(N/N=C\c1ccccn1)c1cccc(C(=O)N/N=C\c2ccccn2)n1 | ? | -5% | nt
NCCCn1c(C(=O)c2ccc(Cl)cc2)c2ccc(C(F)(F)F)cc2[n+]1[O-] | ? | ? | -7%
CC(=O)Nc1ncc(Cc2cc(Cl)ccc2Cl)s1 | ? | -28% | -3%

(next part)
molecule | TDP1 cell noCPT | TDP1 cell CPT | KAT2A inh
CN1CCN(CC(O)(c2ccc(Cl)cc2)c2ccc(Cl)cc2)CC1 | 21µM* | ? | -1%
CCOc1ccc(NC(=O)CN(C)C(=O)c2ccccc2OCCOc2ccccc2)cc1OCC | 8.2µM* | ? | -5%
O=C(NCCc1ccccc1)/C(=C\c1ccc([N+](=O)[O-])cc1)NC(=O)c1ccc(Br)cc1 | ? | ? | 0%
O=C(Cn1c(C(F)(F)F)nc2ccccc21)Oc1cccc(C(F)(F)F)c1 | -5% | 3% | 17%
C=CCn1c(SCC(=O)Nc2ccc(OC)cc2)nnc1-c1cnccn1 | -15% | -2% | -6%
Cc1csc(NC(=O)C2CC(=O)N(c3ccc(C)c(C)c3)C2)n1 (stereo unspecified) | -24% | 1% | 0%
C=CCN1C=CC(=C/C=C(/C#N)C(=O)OCC)C=C1 | -11% | 4% | 0%
CCC(=O)Nc1cc(OC)cc(OC)c1 | 4% | -17% | -4%
COc1ccc(Cl)cc1C(=O)NNC(=O)c1csc(N2CCOCC2)n1 | ? | -30% | -20%
COc1cccc(O)c1CN1CCC2(CC1)c1ccccc1[C@@H](NC(=O)c1ccsc1)[C@@H]2OC | ? | 17%[9.04 µM] | nt
CC(=O)NCCNc1nc2cc(-c3ccc(C)cc3)sc2c(=O)n1C | -27% | -24% | nt
COC(=O)c1ccccc1S(=O)(=O)NNC(=O)c1ccccc1-n1cccc1 | 4% | -3% | -7%
CCN(CC)CCC(=O)N1c2ccccc2CCc2ccc(NC(=O)OC(C)C)cc21 | -22% | -22% | -2%
CS(=O)(=O)Cc1nc2ccccc2n1CC(=O)Nc1cccc(S(=O)(=O)N2CCCC2)c1 | -13% | -18% | nt
CC(=O)c1ccc(NC(=O)c2ccc(CNc3c(N4CCOCC4)c(=O)c3=O)cc2)cc1 | -3% | -29% | -9%
COC(=O)c1cc(S(=O)(=O)N(Cc2ccccc2)C(C)(C)C)c[nH]1 | 16µM* | 18µM* | -7%
Cc1ccc(S(=O)(=O)N(C(=O)c2ccncc2)c2ccc(OC(=O)c3ccncc3)cc2)cc1 | ? | ? | -6%
CCCOc1ccc(C2c3c(oc4ccccc4c3=O)C(=O)N2c2nnc(C(C)C)s2)cc1 (stereo unspecified) | -2% | -3% | -5%
CCOc1ccc2nc(N3CCCC(C(=O)NC4CCCC4)C3)sc2c1 (stereo unspecified) | 21µM* | ? | -5%
CCn1ccnc1C(O)(c1ccccc1)c1ccccc1 | 24% | 6% | -6%
CC(C)c1ccccc1OCCCCCN1CCOCC1 | -7% | 1% | nt
Cc1ccc(CNC(=O)C2CCC(=O)N(CCc3ccccn3)C2)s1 (stereo unspecified) | -12% | -9% | -4%
Cc1ccc(OCCC(=O)N(CC(=O)Nc2ccccc2C(F)(F)F)Cc2ccco2)cc1 | ? | ? | -12%
COc1ccccc1CNc1nc(-c2cccc(NS(C)(=O)=O)c2)nc2ccccc12 | ? | ? | -17%
O=C(CSc1nnnn1-c1ccccc1)CSc1nnnn1-c1ccccc1 | ? | ? | ?
Cc1ccc(C(=O)N/C(=C/c2cn(-c3ccccc3)nc2-c2ccccc2)C(=O)O)cc1 | 7% | 7% | -9%
Cc1c(CN2CCC(CO)(CCOc3ccccc3)CC2)[nH]c2ccc(Cl)cc12 | ? | ? | 0%
CCN(CC)c1nc(C(N)=O)cc(-c2ccccc2)n1 | -19% | -5% | -7%
Cc1cccc(C)c1OCC(=O)NCC1(N(C)C)CCCCC1 | -20% | -5% | -9%
CCOc1ccccc1NC(=O)N1CC(C)Oc2ccc(Cl)cc21 (stereo unspecified) | ? | ? | -2%

Filtered by structure: the entries above containing bromine
molecule | TDP1 cell noCPT | TDP1 cell CPT | KAT2A inh
CC12CCC(=O)N1C(C(=O)NNC(=O)c1ccc(Br)cc1)CS2 (stereo unspecified) | -2% | -4% | -1%
O=C1C=C(c2cccc(Br)c2)C[C@@H](c2ccc(F)cc2)C1 | ? | -30% | -7%
O=C(CCSCCc1ccccn1)Nc1ccc(Br)cc1F | -14% | -15% | -3%
O=C(NCCc1ccccc1)/C(=C\c1ccc([N+](=O)[O-])cc1)NC(=O)c1ccc(Br)cc1 | ? | ? | 0%

More entries follow:
molecule | TDP1 cell noCPT | TDP1 cell CPT | KAT2A inh
CC(C)C[C@@H]1COc2cccc(N3CCC[C@H]3CO)c2S(=O)(=O)N1 | -11% | -13% | nt
Cn1cccc1C(=O)NC(=O)COC(=O)CC12CC3CC(CC(C3)C1)C2 | -30% | 0% | -1%
CCCNS(=O)(=O)c1ccc(OCC(=O)Nc2ccc3c(c2)OCCO3)c(C)c1 | ? | ? | -2%
CCCCN1C(=O)C(O)(CC(=O)c2ccccc2OC)c2ccccc21 (stereo unspecified) | -4% | -2% | 0%
O=C(CCn1c(=S)oc2ccccc21)Nc1cccc(F)c1 | -1% | 1% | -16%
CS(=O)(=O)N1CCN=C1SCc1ccc(Br)cc1 | -22% | -19% | -4%
CC(=O)N1CCN(C(=O)COC(=O)CNC(=O)c2ccc(C)cc2)CC1 | 8% | -13% | -3%
CCN(CC(=O)Nc1ccccc1OC)C(=O)CN1C(=O)NC(C)(c2ccc3ccccc3c2)C1=O (stereo unspecified) | ? | -13% | nt
CC(C)OC(=O)c1cc(=O)[nH]c2ccccc12 | 3% | 3% | -10%
O=C(c1ccco1)N1CCN(C2CN(C3CCCCC3)S(=O)(=O)C2)CC1 (stereo unspecified) | -11% | -8% | nt
O=C(Nc1ccc(NC(=O)c2ccco2)c(Cl)c1)c1cccc([N+](=O)[O-])c1 | ? | -7% | -5%
CC(C)C(=O)Nc1ccc(N2CCOCC2)c(S(=O)(=O)Nc2ccccc2Cl)c1 | 13µM* | ? | -3%

Molecules above that have a COOH group (2):
molecule | TDP1 cell noCPT | TDP1 cell CPT | KAT2A inh
Cc1ccc(-c2csc(NC(=O)/C=C/c3ccco3)c2C(=O)O)cc1 | -5% | -8% | -22%
Cc1ccc(C(=O)N/C(=C/c2cn(-c3ccccc3)nc2-c2ccccc2)C(=O)O)cc1 | 7% | 7% | -9%
